# C diff growth: blocks growth of Clostridium difficile. Clostridium difficile clinical isolate growth, OD600, 24 h; active compounds read low. growth activity, negative = inhibition, % at 16 µg/mL (by protocol). hit rate 0.25% among 86,000;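 active = mean growth activity at or below -80% and every replicate also at or below -80%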;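 also: 0% = DMSO wells and -100% = levofloxacin 16 µg/mL wells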
# GASC1 inh: inhibitors of human demethylase GASC-1 KDM4C | hit rate 0.15% among 96,000 | inhibition, % at 12.5 µM | GST-KDM4C 2-372, H3K9me3 peptide, LANCE TR-FRET | Q9H3R0;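 active = mean replicate inhibition above about 25%, with at least 55% of replicates also reaching it, limit read from the data, passing the limit was not always enough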
# Target sequence (Q9H3R0 2-372 limits assumed): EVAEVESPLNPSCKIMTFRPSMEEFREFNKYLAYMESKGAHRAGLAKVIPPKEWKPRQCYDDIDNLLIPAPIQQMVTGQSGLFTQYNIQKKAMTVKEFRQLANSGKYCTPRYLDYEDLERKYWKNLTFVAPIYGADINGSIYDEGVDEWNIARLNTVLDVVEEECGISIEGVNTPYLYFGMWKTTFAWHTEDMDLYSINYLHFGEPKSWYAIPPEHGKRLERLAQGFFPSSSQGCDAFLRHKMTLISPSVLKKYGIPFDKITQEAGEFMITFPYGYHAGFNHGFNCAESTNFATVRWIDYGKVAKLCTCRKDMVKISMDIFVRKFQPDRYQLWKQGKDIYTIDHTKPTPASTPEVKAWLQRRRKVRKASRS
#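 Material: N-terminal GST-fused human GASC-1 (KDM4C) fragment, residues 2-372. Input: 10 nM enzyme. Incubation: enzyme reaction 30 min, then detection 60 min, both room temperature. Doses: one test concentration per compound. Read-out basis: inhibition from TR-FRET ratio decrease. Detection: LANCE TR-FRET, excitation 340 nm, emissions 618 and 671 nm.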
# T cruzi growth: blocks T. cruzi growth in NIH3T3 culture; T. cruzi beta-gal in NIH3T3, GalScreen luminescence, 90 h; inhibition, % at 8.34 µM; hit rate 5.9% among 77,000;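 active = mean inhibition above about 93%, with at least 55% of replicates each passing it, limit read from the data, passing the limit was not always enough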
# Pf Dd2 inh: blocks growth of Plasmodium falciparum Dd2 parasites. P. falciparum Dd2 growth, SYBR Green, 72 h; active compounds read low. activity change, % at 10 µM. hit rate 2.3% among 94,000. AID 1159554; in the data active = activity change below about -80%
# * = called active by the depositor; / = no result given; & = joins results of further samples; ! = not confirmed by another sample.
nr	SMILES	C diff growth	GASC1 inh	T cruzi growth	Pf Dd2 inh
1	COc1ccc(CN(C)C[C@@H]2Oc3ccc(NC(=O)CCCCCC(=O)Nc4ccccc4N)cc3CC(=O)N([C@H](C)CO)C[C@H]2C)cc1	2	-1.8	/	-33
2	C[C@H](CO)N1C[C@H](C)[C@@H](CN(C)Cc2ccccc2F)Oc2ncc(-c3ccccc3F)cc2C1=O	0	/	103	-6
3	C[C@@H]1CCCCO[C@H](CN(C)S(C)(=O)=O)[C@@H](C)CN([C@H](C)CO)C(=O)c2cc(NC(=O)Cc3ccccc3)ccc2O1	-1	0.6	26	26
4	C[C@@H]1CCCCO[C@H](CN(C)Cc2ccc3c(c2)OCO3)[C@@H](C)CN([C@H](C)CO)C(=O)c2cc(NC(=O)c3ccncc3)ccc2O1	-1	0.4	-41	6
5	CC(C)NC(=O)Nc1ccc2c(c1)C(=O)N([C@H](C)CO)C[C@H](C)[C@H](CN(C)C(=O)CCC(F)(F)F)OCCCC[C@@H](C)O2	-3	0.8	30	39
6	COc1ccc(S(=O)(=O)Nc2ccc3c(c2)C(=O)N([C@H](C)CO)C[C@@H](C)[C@H](CN(C)C(=O)NC2CCCCC2)OCCCC[C@@H](C)O3)cc1	7	0.3	40	-18
7	COc1ccc(S(=O)(=O)Nc2ccc3c(c2)CC(=O)N([C@@H](C)CO)C[C@@H](C)[C@H](CN(C)S(=O)(=O)c2ccccc2)O3)cc1	-4	0.5	1	-38
8	CO[C@H]1CN(C)C(=O)c2cc(NC(=O)c3cnccn3)ccc2OC[C@H](C)N(CCc2ccccc2)C[C@@H]1C	/	0.0	/	-48
9	COc1ccccc1NC(=O)N(C)C[C@H]1OCc2cn(nn2)CCCC(=O)N([C@H](C)CO)C[C@H]1C	-7	2.1	-99	14
10	CO[C@@H]1CN(C)C(=O)c2ccc(NC(=O)C3CC3)cc2OC[C@H](C)N(C(=O)c2cnccn2)C[C@H]1C	1	0.4	3	32
11	O=C(C[C@@H]1CC[C@@H]2[C@H](COC[C@@H](O)CN2C(=O)c2cnccn2)O1)N1CCN(c2ccccc2)CC1	4&1	2.4	23	6
12	C[C@@H]1CCCCO[C@@H](CN(C)Cc2ccccc2)[C@@H](C)CN([C@@H](C)CO)C(=O)c2cc(NC(=O)CCCN(C)C)ccc2O1	-1	2.5	-107	/
13	C[C@H]1CCCCO[C@H](CN(C)C)[C@@H](C)CN([C@@H](C)CO)C(=O)c2cc(NC(=O)Nc3ccc(C(F)(F)F)cc3)ccc2O1	9	/	43	/
14	CCCC(=O)Nc1ccc2c(c1)C(=O)N(C)[C@@H]1CC[C@@H](CC(=O)NCc3ccccc3Cl)O[C@@H]1CO2	3	0.7	-20	-11
15	CO[C@@H]1CN(C)C(=O)c2cc(NC(=O)c3ccc(F)cc3)ccc2OC[C@H](C)NC[C@H]1C	1	-1.6	-26	16
16	C[C@@H]1CN([C@H](C)CO)C(=O)c2cccc(NC(=O)C3CCOCC3)c2O[C@@H]1CN(C)S(=O)(=O)c1cccs1	1	0.3	93	26
17	Cc1noc(C)c1S(=O)(=O)N(C)C[C@@H]1Oc2ccc(NC(=O)Nc3ccccc3)cc2C(=O)N([C@@H](C)CO)C[C@@H]1C	/	2.1	21	21
18	C[C@H]1CN([C@@H](C)CO)C(=O)c2cc(C#CC(C)(C)O)cnc2O[C@@H]1CN(C)Cc1ccccn1	-1	0.0	/	11
19	COc1ccc(S(=O)(=O)N(C)C[C@H]2OCc3ccccc3-c3ccccc3C(=O)N([C@@H](C)CO)C[C@@H]2C)cc1	/	-0.2	65	-53
20	C[C@H](CO)N1C[C@H](C)[C@H](CN(C)C(=O)Cc2ccncc2)Oc2ncc(C3=CCCC3)cc2C1=O	-9	0.4	3	-7
21	O=C(C[C@H]1CC[C@@H]2[C@H](COC[C@H](O)CN2C(=O)Nc2ccc(C(F)(F)F)cc2)O1)NCC1CCCCC1	-102*!	-1.2	/	-45
22	C[C@H](CO)N1C[C@H](C)[C@@H](CN(C)C(=O)CCC(F)(F)F)OCCCC[C@H](C)Oc2ccc(NC(=O)C3CCCCC3)cc2C1=O	-20	-0.8	40	21
23	COc1ccc(CN(C)C[C@@H]2Oc3ccc(NS(=O)(=O)c4cn(C)cn4)cc3CC(=O)N([C@H](C)CO)C[C@H]2C)cc1	2	0.1	-22	4
24	C/C=C/c1ccc([C@@H]2[C@@H](CO)N(C(C)=O)[C@@H]2CN(C)C(=O)c2ccccn2)cc1	-4	3.4	52	9
25	Cc1cccc(CN(C)C[C@@H]2Oc3ncc(-c4ccccc4)cc3C(=O)N([C@H](C)CO)C[C@@H]2C)c1	7	-0.4	21	-30
26	Cc1ccc(S(=O)(=O)N(C)C[C@@H]2Oc3ccc(NC(=O)NC4CCCCC4)cc3CC(=O)N([C@H](C)CO)C[C@@H]2C)cc1	-5	4.1	23	-73
27	O=C(C[C@@H]1C[C@H]2c3cc(NC(=O)CC4CC4)ccc3O[C@H]2[C@H](CO)O1)NCc1cccc(F)c1	-4	0.3	67	-18
28	Cc1ccccc1-c1ccc2c(c1)O[C@H](CN(C)Cc1ccc(C(=O)O)cc1)[C@@H](C)CN([C@H](C)CO)S2(=O)=O	7	0.2	/	-8
29	Cc1ccccc1-c1ccc2c(c1)O[C@H](CN(C)C(=O)Nc1ccc(F)cc1)[C@H](C)CN([C@H](C)CO)S2(=O)=O	4	-3.9	/	-15
30	CNC[C@H]1Oc2c(NC(=O)Nc3ccccc3)cccc2C(=O)N([C@H](C)CO)C[C@H]1C	4	-0.1	-60	14
31	C[C@@H]1CN([C@@H](C)CO)C(=O)c2cc(NC(=O)Cc3cn(C)c4ccccc34)ccc2O[C@@H]1CN(C)C(=O)Nc1ccccc1	12	-2.8	-17	-44
32	O=C(C[C@@H]1CC[C@H]2[C@@H](COC[C@@H](O)CN2Cc2ccccc2F)O1)NCc1ccccc1F	8	1.3	13	6
33	CC(C)CC#Cc1cnc2c(c1)C(=O)N([C@H](C)CO)C[C@@H](C)[C@H](CN(C)C(=O)c1ccccc1)O2	0	-1.7	10	-21
34	COCC(=O)N1CCC2(CC1)CN(C(=O)NC1CCCC1)[C@H](CO)c1c2c2ccc(OC)cc2n1C	10	0.4	/	14
35	C[C@H]1CN([C@@H](C)CO)S(=O)(=O)c2ccc(-c3cccc(C(=O)N(C)C)c3)cc2O[C@@H]1CN(C)C(=O)Cc1ccccn1	-2	-0.3	/	10
36	COc1ccc(C(=O)Nc2ccc3c(c2)C(=O)N(C)[C@@H]2CC[C@@H](CC(=O)NCC4CC4)O[C@H]2CO3)cc1	-2	2.2	15	/
37	CC=Cc1ccc2n(c1=O)C[C@@H]1[C@@H](CO)[C@H](C(=O)NC3CCC3)N(S(C)(=O)=O)[C@H]21 (mixture of isomers)	-4	-0.4	38	1
38	O=C(C[C@H]1CC[C@@H]2[C@H](COC[C@@H](O)CN2Cc2ccc(Cl)cc2)O1)NCCc1ccccc1	-6&-14	-1.2	-28	/
39	CCCNC(=O)N[C@@H]1CC[C@@H](CC(=O)NC2CCC2)O[C@@H]1CO	/	0.8	-39	2
40	CCCC(=O)Nc1ccc2c(c1)C(=O)N(C)C[C@H](OC)[C@@H](C)CN(C(=O)c1cnccn1)[C@H](C)CO2	-1	0.6	29	9
41	C[C@@H]1CN([C@@H](C)CO)C(=O)c2cc(-c3ccc(C#N)cc3)cnc2O[C@H]1CN(C)Cc1cncnc1	2	4.2	/	20
42	COc1ccc(C#Cc2ccc3c(c2)[C@@H]2[C@@H](CCN2C(C)=O)[C@H](CO)N3C)cc1	-8	1.1	75	-35
43	C[C@@H]1CCCCO[C@@H](CN(C)C(=O)CCCN(C)C)[C@H](C)CN([C@H](C)CO)C(=O)c2cc(N(C)C)ccc2O1	-2	1.2	45	-13
44	C[C@@H]1CN([C@H](C)CO)C(=O)c2cc(NS(=O)(=O)c3cccs3)ccc2O[C@@H]1CN(C)CC1CCCCC1	7	0.2	-1	13
45	C[C@@H]1CN([C@@H](C)CO)C(=O)Cc2cc(NC(=O)Cn3cnnn3)ccc2O[C@H]1CN(C)CC1CC1	-2	-0.4	32	32
46	CN1C(=O)c2cc(NS(=O)(=O)c3ccccc3F)ccc2OC[C@@H]2O[C@@H](CC(=O)NC3Cc4ccccc4C3)CC[C@@H]21	1	1.2	1	/
47	CC(C)NC(=O)N(C)C[C@@H]1Oc2ccc(NC(=O)Nc3ccc(C(F)(F)F)cc3)cc2CC(=O)N([C@H](C)CO)C[C@H]1C	-5	1.6	-1	-10
48	O=C(C[C@@H]1C[C@H]2c3cc(NS(=O)(=O)c4ccc(F)cc4)ccc3O[C@H]2[C@H](CO)O1)NCc1cccnc1	-10	-0.5	-38	5
49	CCCNC(=O)N1C[C@@H](C)[C@@H](OC)CN(C)C(=O)c2cc(NC(=O)C3CCC3)ccc2OC[C@@H]1C	/	1.7	8	/
50	C[C@@H]1CN([C@H](C)CO)C(=O)c2cccc(NS(=O)(=O)c3cn(C)cn3)c2O[C@H]1CN(C)S(=O)(=O)c1ccccc1	7	-1.8	-20	-41
51	C[C@@H]1CN([C@@H](C)CO)C(=O)c2cc(C#CC3CCCC3)cnc2O[C@@H]1CN(C)Cc1ccncc1	3	0.1	-22	-6
52	COc1ccccc1CNC(=O)C[C@H]1C[C@@H]2c3cc(NC(=O)Nc4ccccc4F)ccc3O[C@@H]2[C@H](CO)O1	-3	-9.4	52	37
53	C[C@@H]1CN([C@@H](C)CO)C(=O)c2cc(NC(=O)CCN3CCOCC3)ccc2O[C@@H]1CN(C)CC1CCCCC1	7	-0.6	-8	-12
54	C[C@@H]1CN([C@@H](C)CO)C(=O)Cc2cc(NS(=O)(=O)c3cccs3)ccc2O[C@H]1CN(C)Cc1ccc(-c2ccccc2)cc1	40	-0.1	83	-7
55	Cc1ccc(-c2ccc([C@@H]3[C@H](CO)N4CCCCN(C(=O)c5ccc(F)cc5)C[C@@H]34)cc2)cc1	-47	-0.9	111*	-72
56	CNC[C@H]1Oc2ccc(NC(=O)c3ccncc3)cc2CC(=O)N([C@H](C)CO)C[C@H]1C	-7	-1.7	30	-8
57	COc1ccccc1NC(=O)N1C[C@H](O)COC[C@H]2O[C@@H](CC(=O)NCCc3ccccc3)CC[C@@H]21	/	0.7	54	-6
58	CCCNC(=O)N1CC(=O)N2[C@@H](CO)[C@@H](c3ccc(C#Cc4cccc(F)c4)cc3)[C@@H]2C1	-4	-4.1	/	-6
59	COc1ccccc1NC(=O)N(C)C[C@H]1OCc2ccccc2-c2c(n(C)c3ccccc23)C(=O)N([C@@H](C)CO)C[C@@H]1C	/	0.2	23	-80
60	C[C@H]1CN([C@@H](C)CO)C(=O)c2cccc(NC(=O)Nc3ccc(F)cc3)c2O[C@H]1CN(C)C(=O)Nc1ccc(F)cc1	12	0.5	69	-8

# Molecules from the list above containing a CF3 group:
nr	SMILES	C diff growth	GASC1 inh	T cruzi growth	Pf Dd2 inh
5	CC(C)NC(=O)Nc1ccc2c(c1)C(=O)N([C@H](C)CO)C[C@H](C)[C@H](CN(C)C(=O)CCC(F)(F)F)OCCCC[C@@H](C)O2	-3	0.8	30	39
13	C[C@H]1CCCCO[C@H](CN(C)C)[C@@H](C)CN([C@@H](C)CO)C(=O)c2cc(NC(=O)Nc3ccc(C(F)(F)F)cc3)ccc2O1	9	/	43	/
21	O=C(C[C@H]1CC[C@@H]2[C@H](COC[C@H](O)CN2C(=O)Nc2ccc(C(F)(F)F)cc2)O1)NCC1CCCCC1	-102*!	-1.2	/	-45
22	C[C@H](CO)N1C[C@H](C)[C@@H](CN(C)C(=O)CCC(F)(F)F)OCCCC[C@H](C)Oc2ccc(NC(=O)C3CCCCC3)cc2C1=O	-20	-0.8	40	21
47	CC(C)NC(=O)N(C)C[C@@H]1Oc2ccc(NC(=O)Nc3ccc(C(F)(F)F)cc3)cc2CC(=O)N([C@H](C)CO)C[C@H]1C	-5	1.6	-1	-10

# Next section.
# The line under a structure holds: C diff growth, GASC1 inh, T cruzi growth, Pf Dd2 inh
61. CN1C(=O)c2cc(NC(=O)C3CCCC3)ccc2OC[C@H]2O[C@H](CC(=O)NCC3CC3)CC[C@@H]21
→ 6, 1.1, 21, -26
62. N#C[C@@H]1[C@H](c2ccccc2)[C@H](CO)N1C(=O)c1ccccc1F
→ -7, -1.3, -67, 20
63. CN(C)Cc1cn(CC[C@H]2CC[C@H](NC(=O)Nc3ccc4c(c3)OCO4)[C@H](CO)O2)nn1
→ /, 0.2, -6, 16
64. COCC(=O)Nc1ccc2c(c1)[C@H]1C[C@H](CC(=O)N(C)C)O[C@@H](CO)[C@H]1O2
→ 1, 5.4, -4, 36
65. C[C@@H]1CN([C@H](C)CO)C(=O)c2cc(C#CCN(C)C)cnc2O[C@@H]1CN(C)C(=O)Nc1cccc(F)c1
→ -3, 2.4, -16, 3
66. C[C@H](CO)N1C[C@H](C)[C@H](CN(C)C(=O)Nc2ccc(F)cc2)Oc2ccc(NC(=O)Nc3ccc4c(c3)OCO4)cc2CC1=O
→ -7, 1.5, 23, 30
67. C[C@@H]1CN([C@H](C)CO)S(=O)(=O)c2ccc(C#Cc3ccccc3F)cc2O[C@H]1CN(C)C
→ 10, -1.2, 1, 2
68. COc1ccccc1-c1ccc2c(c1)O[C@H](CN(C)C)[C@@H](C)CN([C@H](C)CO)S2(=O)=O
→ -7, 1.4, 19, -11

# Compound activity deposited in PubChem by Broad Institute.
